Compound activity from PubChem.
L929 necroptosis = inhibitors of zVAD-triggered necroptosis, primary screen, L929 cells. viability rescue, % at 10 µM. actives 0.38% (n = 220,000). L929 zVAD necroptosis rescue, ATP luminescence, 24 h; with zVAD 60 µM. AID 1377, 2008;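 active = activation, scaled between plate controls, above about 75%, limit read from the data; inactive = activation under that limit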;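 also: 0% = zVAD with DMSO and 100% = DMSO alone without zVAD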
14-3-3 Bad inh = inhibitors of 14-3-3 zeta/Bad binding, primary screen, biochemical, TR-FRET, bovine 14-3-3 zeta. actives 0.71% (n = 220,000). inhibition, % at 21.7 µM. AID 781, 2007. 14-3-3 protein zeta/delta (Bos taurus), P63103. TR-FRET 14-3-3zeta/Dy647-pBad peptide displacement, 1 h;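 active = inhibition above about 70%, limit read from the data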;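 also: 0% = full 14-3-3 plus peptide FRET controls and 100% = background without 14-3-3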
Target sequence (P63103 whole entry, looked up): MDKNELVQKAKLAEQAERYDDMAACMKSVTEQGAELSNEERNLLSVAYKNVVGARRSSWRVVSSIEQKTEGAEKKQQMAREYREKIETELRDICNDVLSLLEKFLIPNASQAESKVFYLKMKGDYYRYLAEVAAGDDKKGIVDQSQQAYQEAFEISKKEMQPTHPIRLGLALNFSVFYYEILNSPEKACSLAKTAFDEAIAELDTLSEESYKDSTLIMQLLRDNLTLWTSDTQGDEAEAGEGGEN
Tb hexokinase = Trypanosoma brucei hexokinase 1 inhibitors, primary screen, biochemical, G6PDH-coupled NADH absorbance, MLSCN library. hexokinase 1 [Trypanosoma brucei]. recombinant TbHK1, G6PDH-coupled NADH A340. inhibition, % at 10 µM. actives 0.11% (n = 220,000). AID 1430, 2008;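 active = inhibition of 50% or more in the single-dose primary screen; inactive = inhibition below 50%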
EP2 mod = EP2 receptor modulators, cAMP readout, primary screen, cell-based, HTRF cAMP, PGE2 stimulation; Prostaglandin E2 receptor EP2 subtype (Homo sapiens), P43116; EP2-expressing cells, cAMP HTRF FRET, PGE2 co-stimulation; induction, % at 25 µM; actives 0.83% (n = 260,000); AID 940, 2007;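 active = compounds whose cAMP rise, as percent of the full-agonist control response, exceeds 60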;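 also: rat C6 glioma line stably carrying human EP2 under a CMV promoter; the protocol text gives 20 µM as final concentration; 100% = response of wells given 1 µM PGE2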
Target sequence (P43116 whole entry, looked up): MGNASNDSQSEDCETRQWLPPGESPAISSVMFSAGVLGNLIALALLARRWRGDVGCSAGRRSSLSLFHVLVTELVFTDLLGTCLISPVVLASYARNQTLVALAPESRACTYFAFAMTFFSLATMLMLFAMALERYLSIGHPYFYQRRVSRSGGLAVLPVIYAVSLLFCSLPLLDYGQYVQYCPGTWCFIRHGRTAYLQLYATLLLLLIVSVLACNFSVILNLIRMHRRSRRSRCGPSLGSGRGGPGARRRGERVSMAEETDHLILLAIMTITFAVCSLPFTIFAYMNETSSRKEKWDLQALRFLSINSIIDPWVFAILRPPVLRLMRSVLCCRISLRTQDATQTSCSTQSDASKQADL
PGE2 EP2 inh = human EP2 receptor antagonists, primary screen, TR-FRET cAMP, C6 glioma cells; actives 0.52% (n = 260,000); inhibition, % at 25 µM; C6 glioma cells expressing human EP2; cells stimulated with saturating PGE2;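 active = percent inhibition above 40 after rounding to a whole number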;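 also: rat C6 glioma host cells with rolipram phosphodiesterase inhibitor present; the protocol text gives 20 µM as final concentration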
Hck-Nef inh = inhibitors of Nef-activated human Hck kinase, primary screen, biochemical, Z-Lyte FRET, 384-well, Hck-YEEI | inhibition, % at 20 µM | actives 0.68% (n = 220,000) | Tyrosine-protein kinase HCK (Homo sapiens), P08631 | Recombinant Hck-YEEI plus Nef, Z-Lyte FRET kinase assay;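 active = Hck-Nef kinase inhibition above about 50%, limit read from the data; inactive = inhibition below that limit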;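 also: 0% = DMSO with Hck plus Nef and 100% = Hck alone without Nef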
eIF4E 4G PPI = eIF4E–eIF4G protein interaction inhibitors, primary screen, biochemical, uHTS, TR-FRET, eIF4GI fragment; TR-FRET eIF4E-eIF4GI(517-606) binding, 2 h; inhibition, % at 21.7 µM; actives 0.37% (n = 220,000); AID 782, 2007;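 active = inhibition above about 30%, limit read from the data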;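 also: 0% = full FRET control wells and 100% = background wells lacking eIF4GI fragment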
Calpain2 inh = inhibitors of pig calpain II, primary screen, biochemical, fluorogenic peptide substrate, 1536-well; inhibition, % at 16 µM; actives 0.37% (n = 220,000); purified calpain II, 30 min;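 active = inhibition above about 50%, limit read from the data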
Rad51 HR inh = human RAD51 strand exchange inhibitors, primary screen, biochemical, fluorescence; actives 0.085% (n = 200,000); inhibition, % at 10 µM; hRad51 DNA strand exchange, fluorescence dequenching; DNA repair protein RAD51 homolog 1 (Homo sapiens), Q06609;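 active = inhibition above 40% at the single screening dose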;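 also: 0% = DMSO control wells and 100% = blanks with heterologous ssDNA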
Target sequence (Q06609 whole entry, looked up): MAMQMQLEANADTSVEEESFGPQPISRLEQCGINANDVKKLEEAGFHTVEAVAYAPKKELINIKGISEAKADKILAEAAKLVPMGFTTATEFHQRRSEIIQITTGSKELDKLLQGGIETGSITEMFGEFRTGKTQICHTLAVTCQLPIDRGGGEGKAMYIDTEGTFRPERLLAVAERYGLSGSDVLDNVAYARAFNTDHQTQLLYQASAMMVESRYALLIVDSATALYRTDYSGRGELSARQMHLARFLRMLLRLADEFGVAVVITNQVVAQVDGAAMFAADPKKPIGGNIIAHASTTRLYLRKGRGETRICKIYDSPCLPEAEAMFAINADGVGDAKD
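Material: Human Rad51 nucleoprotein filaments preassembled on unlabelled ssDNA | Also added: Labelled 47-mer dsDNA for strand exchange | Dosing: Single dose, 10 µM final compound | Schedule: 30-min compound preincubation and 15-min exchange, both room temperature | Technique: Fluorescence dequenching at 485/520 nm | Measure: Percent inhibition relative to plate controls and blanks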
Active calls of the source: *; [ ] = dose if it differs, or a comment.

Screening O=C1c2ccccc2NC(c2c(Cl)cccc2Cl)N1Cc1ccccc1 (stereo not given) returned L929 necroptosis 0.8, 14-3-3 Bad inh 0, Tb hexokinase 5, EP2 mod 26, PGE2 EP2 inh 4, Hck-Nef inh 16, eIF4E 4G PPI -2, Calpain2 inh -288 and Rad51 HR inh -5.
Cc1cc(Br)c(NC(=O)c2ccccc2[N+](=O)[O-])cc1C was read as L929 necroptosis 0.2, 14-3-3 Bad inh -11, Tb hexokinase -2, EP2 mod -5, PGE2 EP2 inh 6, Hck-Nef inh 5, eIF4E 4G PPI 0, Calpain2 inh 0 and Rad51 HR inh 15.
`CCOC(=O)CNC(=O)Nc1ccccc1C(=O)OC` gave L929 necroptosis -0.3, 14-3-3 Bad inh -3[fluorescence artefact?], Tb hexokinase -12, EP2 mod 1, PGE2 EP2 inh 14, Hck-Nef inh 10, eIF4E 4G PPI -3, Calpain2 inh -44 and Rad51 HR inh 3.
`CCCCNC(=O)OC(C)CNC(=O)Oc1cccc(C)c1` (stereo not given) gave L929 necroptosis 1.9, Tb hexokinase 1, EP2 mod -23, PGE2 EP2 inh 13, Hck-Nef inh 0, Calpain2 inh 21 and Rad51 HR inh -10.
COc1ccc(C(=O)NC(Nc2ccc(C)cc2)C(Cl)(Cl)Cl)cc1 (stereo not given) was read as L929 necroptosis 0.4, 14-3-3 Bad inh 33[fluorescence artefact?], Tb hexokinase 9, EP2 mod -69, PGE2 EP2 inh 26, Hck-Nef inh -2, eIF4E 4G PPI -3, Calpain2 inh 33 and Rad51 HR inh -1.
Screening COc1ccc(-c2nc3ccc(C(=O)NCC(OC)OC)cc3nc2-c2ccc(OC)cc2)cc1 returned L929 necroptosis -0.8, 14-3-3 Bad inh 5, Tb hexokinase -6, EP2 mod -9, PGE2 EP2 inh 5, Hck-Nef inh 8, eIF4E 4G PPI -5, Calpain2 inh -79 and Rad51 HR inh -8.
COc1ccc(NC(=O)CSc2nccn2-c2ccccc2)c(OC)c1 was read as L929 necroptosis 2.2, 14-3-3 Bad inh -5, Tb hexokinase 3, EP2 mod -2, PGE2 EP2 inh 10, Hck-Nef inh -4, eIF4E 4G PPI 2 and Calpain2 inh -3.
Screening CN(CC(=O)Nc1ccccc1Cl)C(=O)c1cc(=O)[nH]c2ccccc12 returned L929 necroptosis 1.4, 14-3-3 Bad inh 1, Tb hexokinase -21, EP2 mod 25, PGE2 EP2 inh 7, Hck-Nef inh 9, eIF4E 4G PPI 1, Calpain2 inh -18 and Rad51 HR inh 21.
O=C(c1cccc(F)c1)N1CCc2ccccc21 was read as L929 necroptosis -0.7, 14-3-3 Bad inh -8, Tb hexokinase -3, EP2 mod 8, PGE2 EP2 inh -2, Hck-Nef inh -1, eIF4E 4G PPI -10, Calpain2 inh 7 and Rad51 HR inh 13.
`COc1cccc(-c2cc(C(=O)Nc3cnn(Cc4ccccc4C)c3)no2)c1` gave L929 necroptosis 0.2, 14-3-3 Bad inh 5, Tb hexokinase -7, EP2 mod -31, Hck-Nef inh 0, eIF4E 4G PPI -8 and Calpain2 inh -146.
`O=C(COc1ccc(Cc2ccccc2)cc1)c1ccc(F)cc1` gave L929 necroptosis -0.1, 14-3-3 Bad inh 0, Tb hexokinase 6, EP2 mod -56, PGE2 EP2 inh 5, Hck-Nef inh 1, eIF4E 4G PPI 15, Calpain2 inh 32 and Rad51 HR inh 21.
CN(C)CCCN(C(=O)c1cccc(N2C(=O)CCC2=O)c1)c1nc2cc3c(cc2s1)OCO3 was read as L929 necroptosis -0.1, 14-3-3 Bad inh -1, Tb hexokinase -4, EP2 mod -23, PGE2 EP2 inh 5, Hck-Nef inh -28, eIF4E 4G PPI 1, Calpain2 inh 8 and Rad51 HR inh -12.
`CCOC(=O)c1c(NC(=O)C2CCCO2)sc2c1CCC2` (stereo not given) gave L929 necroptosis 0.1, 14-3-3 Bad inh -1, Tb hexokinase -15, EP2 mod 39, PGE2 EP2 inh 13, Hck-Nef inh 1, eIF4E 4G PPI 4, Calpain2 inh -17 and Rad51 HR inh -8.
Screening Cn1c(=O)c([N+](=O)[O-])c(Oc2ccccc2)c2ccccc21 returned L929 necroptosis -2.5, 14-3-3 Bad inh -1, Tb hexokinase -1, EP2 mod -56, PGE2 EP2 inh 34, Hck-Nef inh 26, eIF4E 4G PPI 7, Calpain2 inh -19 and Rad51 HR inh 0.
O=C(CC(c1ccccc1)(c1ccccc1)c1ccccc1)N[C@@H](Cc1ccc(O)cc1)C(=O)O was read as L929 necroptosis 0.0, 14-3-3 Bad inh 2, Tb hexokinase -8, EP2 mod -2, PGE2 EP2 inh -2, Hck-Nef inh 1, eIF4E 4G PPI 0, Calpain2 inh 21 and Rad51 HR inh -5.
O=C(O)C1(c2cccc(Cl)c2)CCC1 was read as L929 necroptosis -0.2, 14-3-3 Bad inh 7, Tb hexokinase 2, EP2 mod 33, PGE2 EP2 inh 8, Hck-Nef inh 1, eIF4E 4G PPI 4, Calpain2 inh -10 and Rad51 HR inh 4.
`Clc1nc(-c2ccccc2)cc(-c2ccccc2)n1` gave L929 necroptosis -0.1, 14-3-3 Bad inh 17[fluorescence artefact?], Tb hexokinase 0, EP2 mod 54, PGE2 EP2 inh 9, Hck-Nef inh 0, eIF4E 4G PPI 1, Calpain2 inh 19 and Rad51 HR inh 1.
O=C(NCCc1ccccc1)c1cc(=O)[nH]c2ccccc12 was read as L929 necroptosis 1.7, 14-3-3 Bad inh 2, Tb hexokinase -9, EP2 mod 3, PGE2 EP2 inh 5, Hck-Nef inh -4, eIF4E 4G PPI 0, Calpain2 inh -33 and Rad51 HR inh 1.
Cc1ccc(-c2cc(C(=O)Nc3cccnc3)[nH]n2)c(O)c1C was read as L929 necroptosis 2.2, 14-3-3 Bad inh 2, Tb hexokinase 7, EP2 mod -68, PGE2 EP2 inh 8, Hck-Nef inh 31, eIF4E 4G PPI -2, Calpain2 inh -9 and Rad51 HR inh -3.
CC(OC(=O)CCc1nc2ccccc2c(=O)[nH]1)C(=O)NC1CCCC1 (stereo not given) was read as L929 necroptosis 0.7, 14-3-3 Bad inh 2, Tb hexokinase -5, EP2 mod 8, PGE2 EP2 inh 5, Hck-Nef inh 2, eIF4E 4G PPI 1[fluorescence artefact?], Calpain2 inh -16 and Rad51 HR inh 0.
For C=CCC1C=C(C)CC(CC=C)N1 (stereo not given) the results were L929 necroptosis -0.1, 14-3-3 Bad inh -6, Tb hexokinase 2, EP2 mod -25, PGE2 EP2 inh 6, Hck-Nef inh 23, eIF4E 4G PPI -2, Calpain2 inh -10 and Rad51 HR inh 3.
Screening Cc1ccc(C2CC2c2n[nH]c(=S)n2-c2ccc(C)cc2)cc1 (stereo not given) returned L929 necroptosis -0.6, 14-3-3 Bad inh 2, Tb hexokinase 5, EP2 mod 58, PGE2 EP2 inh 2, Hck-Nef inh -29, eIF4E 4G PPI 8, Calpain2 inh -29 and Rad51 HR inh 0.
Screening COC(=O)c1ccc(S(=O)(=O)N2CCN(C(c3ccccc3)c3ccccc3)CC2)n1C returned L929 necroptosis -0.3, 14-3-3 Bad inh 4, Tb hexokinase 4, EP2 mod 19, PGE2 EP2 inh 4, Hck-Nef inh 5, eIF4E 4G PPI -4 and Calpain2 inh -17.
For Cc1ccccc1NC(=O)COC(=O)Cc1cccc(C(F)(F)F)c1 the results were L929 necroptosis -0.3, 14-3-3 Bad inh -2, Tb hexokinase 6, EP2 mod 21, PGE2 EP2 inh 10, Hck-Nef inh -1, eIF4E 4G PPI 5, Calpain2 inh 6 and Rad51 HR inh -9.
For CCOCCc1nnc(NC(=O)C(CC)c2ccccc2)s1 (stereo not given) the results were L929 necroptosis 0.3, 14-3-3 Bad inh 6, Tb hexokinase -3, EP2 mod 12, PGE2 EP2 inh 6, Hck-Nef inh 1, eIF4E 4G PPI 3 and Calpain2 inh -14.
`O=S(=O)(NNc1nccc(C(F)(F)F)n1)c1cccc(Cl)c1Cl` gave L929 necroptosis -0.4, 14-3-3 Bad inh -3, Tb hexokinase -3, EP2 mod -41, PGE2 EP2 inh 7, Hck-Nef inh 4, eIF4E 4G PPI 5, Calpain2 inh -10 and Rad51 HR inh 13.
Cc1ccccc1NC(=O)/C=C1\SC(=O)NC1=O was read as L929 necroptosis 2.6, 14-3-3 Bad inh -4, Tb hexokinase -13, EP2 mod 12, PGE2 EP2 inh 6, Hck-Nef inh 20, eIF4E 4G PPI 0, Calpain2 inh -1 and Rad51 HR inh -3.
For O=C(NC(=S)Nc1ccc(N2CCOCC2)cc1)c1ccco1 the results were L929 necroptosis 0.6, 14-3-3 Bad inh -15, Tb hexokinase -1, EP2 mod -8, PGE2 EP2 inh 2, Hck-Nef inh 7, eIF4E 4G PPI 7, Calpain2 inh 7 and Rad51 HR inh -2.
CCCn1c2ccccc2c2cc(C(=O)O)ccc21 was read as L929 necroptosis 2.6, 14-3-3 Bad inh -4, Tb hexokinase -2, EP2 mod 7, Hck-Nef inh 1, eIF4E 4G PPI 1 and Calpain2 inh 2.
CCCCNC(=O)C1CCN(c2nc(C)cc(C)n2)CC1 was read as L929 necroptosis 1.9, 14-3-3 Bad inh 1, Tb hexokinase -3, EP2 mod 10, PGE2 EP2 inh 8, Hck-Nef inh -9, eIF4E 4G PPI 3, Calpain2 inh -31 and Rad51 HR inh 10.
O=C(NCC1CCCO1)c1ccc2c(=O)n(Cc3ccc(Cl)cc3)c(=S)[nH]c2c1 (stereo not given) was read as L929 necroptosis 3.2, 14-3-3 Bad inh -15, Tb hexokinase -12, EP2 mod -22, PGE2 EP2 inh 2, Hck-Nef inh 23, eIF4E 4G PPI 0, Calpain2 inh -1 and Rad51 HR inh 14.
`O=C(Nc1cccc(Br)c1)c1ccc(CSc2ccccc2)cc1` gave L929 necroptosis 0.7, 14-3-3 Bad inh 10, Tb hexokinase -11, EP2 mod -40, Hck-Nef inh 0, eIF4E 4G PPI -9 and Calpain2 inh 9.

A draw from above in order of length of the SMILES, falling:
For Cc1ccccc1NC(=O)COC(=O)Cc1cccc(C(F)(F)F)c1 the results were L929 necroptosis -0.3, 14-3-3 Bad inh -2, Tb hexokinase 6, EP2 mod 21, PGE2 EP2 inh 10, Hck-Nef inh -1, eIF4E 4G PPI 5, Calpain2 inh 6 and Rad51 HR inh -9.
CCCCNC(=O)C1CCN(c2nc(C)cc(C)n2)CC1 was read as L929 necroptosis 1.9, 14-3-3 Bad inh 1, Tb hexokinase -3, EP2 mod 10, PGE2 EP2 inh 8, Hck-Nef inh -9, eIF4E 4G PPI 3, Calpain2 inh -31 and Rad51 HR inh 10.
Cc1ccccc1NC(=O)/C=C1\SC(=O)NC1=O was read as L929 necroptosis 2.6, 14-3-3 Bad inh -4, Tb hexokinase -13, EP2 mod 12, PGE2 EP2 inh 6, Hck-Nef inh 20, eIF4E 4G PPI 0, Calpain2 inh -1 and Rad51 HR inh -3.

An excerpt; count on the stated rates, not on these rows.
